# SMN2 splice enh: increases expression of the SMN2 splice variant. actives 2.8% (n = 210,000). HEK293 SMN2-luciferase splicing reporter, luminescence, 30-36 h. AID 1458. Potency, µM (highest dose often 46.1 µM), for inactives: top-dose activity change, positive = activation, actives largely listed as activators; note: % of control where 0% means no effect; nearly all actives have a fitted effect of over 55% in size
#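 HEK293 cells carry an SMN2 minigene-luciferase reporter in which exon 7 inclusion puts luciferase in frame. Cells were seeded at 2000 cells/well, attached for 10-12 hours, then exposed to compounds for 30-36 hours at 37C before ONE-Glo luminescence.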
# TRb-SRC2 inh: disrupts binding of human TR beta to SRC2; AID 1469; actives 0.065% (n = 280,000); Potency, µM (series often up to 106 µM), for the others: at the top dose activity change, negative = inhibition, hits mostly inhibitors; P10828; TRbeta-SRC2 peptide binding, fluorescence polarization; receptor liganded with 1 µM T3;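 note: plate controls were bound peptide for no effect and peptide without receptor for full effect; nearly all actives have a fitted effect of over 50% in size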
#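 Human TRb ligand-binding domain (0.6 uM) is mixed with 20 nM Texas Red SRC2 peptide and 1 uM T3; after compound addition and 5 hr at ambient temperature, polarization is measured and normalized to unbound and bound controls.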
# Lamin A splicing: modulators of lamin A splicing; Potency, µM (doses to about 46.1 µM), for the others: at the top dose ratio change, negative = inhibition, hits mostly inhibitors; actives 0.01% (n = 200,000); HeLa LMNA splicing GFP/RFP minigene ratio, 48 h; AID 1487; active = well fitted inhibition curve with a large enough effect in the signal ratio, with a control signal flat, not every such curve was filed as active; inconclusive = small, poorly fitted or top-dose-only effect, or effect the other way, or a change in a side signal; the % refers to the signal ratio; note: % is set by controls: 0 for no effect and ±100 for the full control effect
#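 S3 HeLa stable clones carrying a lamin A-EGFP splicing minigene plus DsRed2 were seeded at 600 cells/well in Opti-MEM with 2% FBS, pin-dosed and incubated 48 h at 37°C. Acumen cytometry (488 nm) gave the GFP/RFP total-intensity ratio.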
# ALDH1A1 inh: blocks purified human ALDH1A1 activity; Purified ALDH1A1, NADH fluorescence, propionaldehyde substrate; Potency, µM (highest dose often 75.3 µM), without a hit: at the top dose activity, negative = inhibition, hits mostly inhibitors; actives 7.3% (n = 220,000); AID 1030; active = well fitted inhibition curve with a large enough effect, not every such curve was filed as active; inconclusive = small, poorly fitted or top-dose-only effect, or another doubt; inactive = no such curve, though single readings can be large or run the other way;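 note: plate controls were no enzyme wells and a reference inhibitor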
# KDM4E inh: JMJD2E (human) inhibition | B2RXH2 | JMJD2E catalytic domain, FDH-coupled NADH fluorescence (FDH is formaldehyde dehydrogenase) | Potency, µM (series often up to 57.1 µM), for inactives: top-dose activity change, negative = inhibition, hits mostly inhibitors | actives 1.6% (n = 230,000) | AID 2147; active = well fitted inhibition curve with a large enough effect, not every such curve was filed as active; inconclusive = small, poorly fitted or top-dose-only effect, or another doubt; inactive = no such curve, though single readings can be large or run the other way;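 note: 0% = wells with enzyme and -100% = buffer wells without enzyme; nearly all actives have a fitted effect of over 50% in size; many of its hits are not listed in these tables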
# Target sequence (B2RXH2 1-337 limits assumed): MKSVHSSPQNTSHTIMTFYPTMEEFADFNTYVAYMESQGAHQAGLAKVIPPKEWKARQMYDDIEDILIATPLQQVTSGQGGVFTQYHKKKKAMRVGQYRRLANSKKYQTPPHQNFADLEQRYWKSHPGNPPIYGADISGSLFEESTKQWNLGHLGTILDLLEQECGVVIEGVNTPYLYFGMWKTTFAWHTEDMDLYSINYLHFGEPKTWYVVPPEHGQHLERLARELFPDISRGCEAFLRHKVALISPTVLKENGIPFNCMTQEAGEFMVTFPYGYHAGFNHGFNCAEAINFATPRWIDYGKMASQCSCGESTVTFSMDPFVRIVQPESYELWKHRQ
# RECQ1 helicase: inhibitors of human RECQ1 DNA helicase; P46063; RECQ1 DNA unwinding, red fluorescence kinetic read; Potency, µM (doses to about 57.3 µM), for inactives: at the top dose activity, negative = inhibition, usual class: inhibitors; actives 0.54% (n = 240,000);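 note: plate controls were vehicle for no effect and no enzyme for full effect; nearly all actives have a fitted effect of over 30% in size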
# Target sequence (P46063 whole entry, looked up): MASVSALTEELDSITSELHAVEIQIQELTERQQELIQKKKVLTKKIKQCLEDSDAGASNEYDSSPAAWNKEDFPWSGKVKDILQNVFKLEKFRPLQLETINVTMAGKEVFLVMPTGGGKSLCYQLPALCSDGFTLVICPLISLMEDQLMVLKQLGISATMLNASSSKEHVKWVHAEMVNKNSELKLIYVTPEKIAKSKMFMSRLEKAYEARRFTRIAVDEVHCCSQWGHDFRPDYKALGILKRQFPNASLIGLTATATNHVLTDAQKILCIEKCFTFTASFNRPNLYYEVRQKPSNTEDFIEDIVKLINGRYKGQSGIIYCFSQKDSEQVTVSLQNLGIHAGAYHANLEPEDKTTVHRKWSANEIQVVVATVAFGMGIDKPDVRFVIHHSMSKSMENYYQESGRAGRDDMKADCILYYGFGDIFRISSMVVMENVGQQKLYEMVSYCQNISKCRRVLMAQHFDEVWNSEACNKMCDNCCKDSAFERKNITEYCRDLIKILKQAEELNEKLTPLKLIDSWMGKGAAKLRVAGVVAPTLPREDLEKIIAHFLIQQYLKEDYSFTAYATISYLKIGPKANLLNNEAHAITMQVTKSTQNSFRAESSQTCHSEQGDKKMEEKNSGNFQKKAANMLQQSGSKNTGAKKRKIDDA
#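 50 nM RECQ1T1 preincubated 15 min with compound in Tris pH 8.0 buffer with MgCl2, DTT, Tween-20 and 2.5 ug/ml poly(dI-dC); started with 200 nM TAMRA/BHQ-2 forked duplex and 2 mM ATP. Unwinding read as fluorescence (525/598 nm), two reads 2 h apart.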
# RGS12 GoLoco inh: blocks human Gai1 binding to RGS12 GoLoco peptide, red readout | Gai1:RGS12 GoLoco peptide FP, rhodamine, 10 min | P63096 | actives 0.44% (n = 230,000) | AID 880 | Potency, µM (doses to about 61.6 µM), for the others: top-dose activity, negative = inhibition, usual class: inhibitors; active = well fitted inhibition curve with a large enough effect, not every such curve was filed as active; inactive = no such curve, though single readings can be large or run the other way; note: % is set by controls: 0 for no effect and ±100 for the full control effect; nearly all actives have a fitted effect of over 30% in size; many of its hits are not listed in these tables
# TexasRed fluor: alters Texas Red total fluorescence, flagging assay interference; actives 0.29% (n = 280,000); TRb/SRC2 Texas Red total fluorescence interference; Potency, µM (series often up to 106 µM), for inactives: at the top dose fluorescence change, negative = quenching; active = well fitted curve in either direction with a large enough effect; inconclusive = small, poorly fitted or top-dose-only effect; note: % is set by controls: 0 for no effect and ±100 for the full control effect
#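 Flags fluorescent or light-absorbing compounds by total fluorescence, S + 2P, at 555 nm excitation and 632 nm emission. Mixture: 20 nM Texas Red SRC2 peptide, 0.6 uM human TRb LBD, 1 uM T3, 5% DMSO; compound exposure 5 h at ambient temperature.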
# The depositor's hits bear a star; i = inactive; ? = inconclusive; / = no result given; & = joins results of further samples; [ ] = remark or other dose. Unless noted, calls come from the whole dose curve; as a rule, active = well fitted curve in the direction sought with a large enough effect; inconclusive = small, poorly fitted or top-dose-only effect, or another doubt; inactive = no such curve, though single readings can be large; an effect the other way counts as inactive or inconclusive. Potency is the fitted concentration of half-maximal effect. A portion of the library (hit frequency here may not be typical).
SMILES,SMN2 splice enh,TRb-SRC2 inh,Lamin A splicing,ALDH1A1 inh,KDM4E inh,RECQ1 helicase,RGS12 GoLoco inh,TexasRed fluor
Cc1ccc(C)n1-c1ccc(C(=O)NCC2CCCO2)cc1 (configuration not stated),?,-6%,?,-10%,-24%,9%,8%,-1%
O=C(CSc1nnnn1C1CCCCC1)Nc1ccc2c(c1)OCO2,-23%,-6%,10%,7.9µM*,4%,i,13%,2%
CC(C)CCNC(=O)CCC(=O)NNc1nc2ccccc2c2nc(-c3ccccc3)nn12,7%,2%&12%,-10%,6%,4%,-11%,-3%,-1%&-1%
Clc1ccc(OCc2nnc(SCc3nc4ccccc4[nH]3)n2Cc2ccco2)cc1,-85%[inhibitor],4%,?,3%,-2%,-2%,23%,5%
CCOc1ccc(C2/C(=C(/O)c3ccc(OC)cc3)C(=O)C(=O)N2c2cc(C)on2)cc1OC (configuration not stated),9%,5%,-17%,-7%,-7%,-13%,6%,-2%
Fc1ccc(C2CC(c3ccccc3)n3ncnc3N2)cc1 (configuration not stated),6%,-9%,10%,-2%,8%,0%,8%,-2%
C/C(=N\NC(=O)c1ccccc1)c1nc2ccccc2n1C,-36%[inhibitor],-8%,?,-9%,-25%,?,9%,-2%
N#Cc1nc(-c2ccco2)oc1N1CCC(Cc2ccccc2)CC1,5%,3%,-4%,?,?,-15%,9%,-4%
C1CSC2(N1)C1CC3CC(C1)CC2C3 (configuration not stated),-1%,-1%,0%,5%,4%,-5%,-3%,0%
O=C(CN1C(=O)CSc2ccccc21)N/N=C/c1ccco1,/,4%,/,/,-7%,i,5%,-4%
CC(C)(C)c1ccc(-c2cc(N)n[nH]2)cc1,-12%,-26%,-2%,?,4%,10%,5%,2%
CCOP(=O)(OCC)C(C)(C)NC(=O)c1cc([N+](=O)[O-])cc([N+](=O)[O-])c1,11%,-1%,-2%,-9%,-4%,-9%,5%,-2%
CCCOC(=O)C1=C(C)N(C)C(=O)NC1c1cc2c(cc1[N+](=O)[O-])OCO2 (configuration not stated),16%,-2%,-11%[9.22 µM],2%,-14%,-3%,-4%,-3%
Cc1cc(NC(=O)C2CC(c3ccccc3Cl)=NO2)no1 (configuration not stated),-12%,-4%,-2%,-9%,-5%,-10%,9%,-2%
Cc1ccc(-n2c(CSc3nc(C)cc(C)n3)nnc2SCC(=O)Nc2nccs2)cc1,/,-2%,/,/,7%,-3%,-1%,-3%
Cc1ccc(C)c(N2CCN(C(=O)c3cc4sccc4n3C)CC2)c1,-23%,-23%,4%,5%,-9%,-22%,10%,-2%
CCc1noc(C)c1C(=O)Nc1nnc(C2CCCCC2)s1,-22%,-3%,9%[9.22 µM],?,10%,i,7%,0%
O=C(CN1CCC(N2CCCCC2)CC1)N1CCCc2ccccc21,5%,-7%,-7%,-14%,?,-10%,2%,-1%
Brc1ccccc1C1CC(c2ccccc2)=Nc2ccccc2N1 (configuration not stated),2%,-2%,-19%,-5%,?,-22%,23%,3%
O=S(=O)(Nc1ccc(S(=O)(=O)Nc2nccs2)cc1)c1ccc2c(c1)OCCO2,?,-8%,?,13µM*,-7%,i,14%,-1%
COc1cccc(C2=NN(C(=O)c3ccccc3)C(O)(C(F)(F)F)C2)c1 (configuration not stated),13%,-4%,?,-6%,4%,-13%,-16%,2%
CCn1cc(C(=O)NCc2ccco2)c(=O)c2cc(F)c(N3CCN(C(=O)c4ccco4)CC3)cc21,/,4%,-14%,?,?,-26%,10%,-4%
COc1ccc(NC(=O)Nc2ccccc2F)cc1,11µM*,-1%,5%,-3%,3%,-5%,-2%,0%
COc1ccc2c(c1)O[C@@H](c1cccc(C(F)(F)F)c1)[C@H](OC(=O)N[C@H]1CCCc3ccccc31)C2=O,3%&-17%,5%&-4%,?,-2%&-12%,6%&-12%,-17%&-25%,-3%&-2%,-2%&-1%
O=C(COC(=O)CCc1ccc(S(=O)(=O)N2CCOCC2)cc1)Nc1ccc(Cl)cn1,/,-16%&-8%,?,?,-2%&-6%,-10%,10%&1%,2%&-1%

# An excerpt from above in order of molar mass, largest number first:
SMILES,SMN2 splice enh,TRb-SRC2 inh,Lamin A splicing,ALDH1A1 inh,KDM4E inh,RECQ1 helicase,RGS12 GoLoco inh,TexasRed fluor
COc1ccc2c(c1)O[C@@H](c1cccc(C(F)(F)F)c1)[C@H](OC(=O)N[C@H]1CCCc3ccccc31)C2=O,3%&-17%,5%&-4%,?,-2%&-12%,6%&-12%,-17%&-25%,-3%&-2%,-2%&-1%
O=S(=O)(Nc1ccc(S(=O)(=O)Nc2nccs2)cc1)c1ccc2c(c1)OCCO2,?,-8%,?,13µM*,-7%,i,14%,-1%
CC(C)CCNC(=O)CCC(=O)NNc1nc2ccccc2c2nc(-c3ccccc3)nn12,7%,2%&12%,-10%,6%,4%,-11%,-3%,-1%&-1%
Cc1ccc(C)c(N2CCN(C(=O)c3cc4sccc4n3C)CC2)c1,-23%,-23%,4%,5%,-9%,-22%,10%,-2%
O=C(CN1CCC(N2CCCCC2)CC1)N1CCCc2ccccc21,5%,-7%,-7%,-14%,?,-10%,2%,-1%
COc1ccc(NC(=O)Nc2ccccc2F)cc1,11µM*,-1%,5%,-3%,3%,-5%,-2%,0%

# Remaining list, next part:
SMILES,SMN2 splice enh,TRb-SRC2 inh,Lamin A splicing,ALDH1A1 inh,KDM4E inh,RECQ1 helicase,RGS12 GoLoco inh,TexasRed fluor
COC(=O)c1sc(NC(=O)CSc2nc3cccnc3n2C2CCCCC2)nc1C,-26%,-7%,-2%,1%,6%,-6%,10%,1%
CN1CCN(C(=O)CCn2nc(-c3ccccc3)c3ccccc3c2=O)CC1,-3%,5%,4%,-3%,2%,-3%,-8%,-1%
CCN1C(=O)N[C@@H](c2ccco2)C(C(=O)OC)=C1C,-2%[9.22 µM],-2%[11.2 µM],?,11%[13.5 µM],11%[11.4 µM],i[11.5 µM],4%[14.2 µM],-14%[11.2 µM]
Cn1c(=O)c2c(O)cc(=O)n(-c3ccccc3)c2n(C)c1=O,-6%,-10%,9%,3%,8%,-7%,-3%,-1%
Cc1cc2ncn(C(=O)c3ccc4c(c3)OCO4)c2cc1C,-14%,8%,8%,?,2%,2%,0%,-1%
O=C(c1cc2ccccc2o1)N1CCCC1,/,1%,12%[46 µM],5%,5%,i,14%,3%
Cc1ccc(C)c(N(C(=O)c2snc(C(N)=O)c2N)C(C(=O)NCC2CCCO2)c2cccs2)c1 (configuration not stated),1%,-5%,-6%[46 µM],?,?,-11%,1%,-1%
O=C(NNC(=O)C1CCCO1)c1ccccc1Cl (configuration not stated),3%,-2%,1%,0%,0%,-3%,10%,-4%
CN1N=C2c3ccccc3CCCC2C1c1ccc(F)cc1 (configuration not stated),/,0%,/,?,?,0%,1%,7%
CC1CN(C2CCN(C(=O)c3ccccc3)CC2)CC(C)O1 (configuration not stated),?,-18%,-3%,6%,?,i,-2%,0%
COC(=O)c1cnn(-c2nc(OC)cc(OC)n2)c1C,3%,2%,-4%,-1%,-6%,-12%,-1%,1%
CC(C)C(=O)N1N=C2CCCCC2C1(O)C(F)(F)F (configuration not stated),6%,-9%,/,4%,2%,-1%,9%,4%
Cc1c(C(=O)O)nnn1-c1ccccc1,6%,-18%,-2%,8%,2%,i,-3%,-3%
O=c1cc(CN2CCN(C/C=C/c3ccccc3)CC2)c2cc(O)c(-c3ccccc3)cc2o1,-21%,6%,-5%,-2%,-6%,-7%,8%,-1%
COc1cc(/C=C/c2cc(OC(C)=O)c3ccccc3n2)c(OC(C)=O)c([N+](=O)[O-])c1,-21%,-17%,3%,4%,-29%,-6%,20%,-3%
Nc1c(N(CCO)C(=O)/C=C/c2ccco2)c(=O)[nH]c(=O)n1Cc1ccccc1,18%,-4%,/,?,-13%,i,-1%,1%
Cc1noc(C)c1COc1cccc(C(=O)Nc2ccc3c(c2)OCO3)c1,26%,6%,/,?,1%,i,9%,-3%
CC(C)c1ccc(C(=O)N2CCN(c3cnn(C)c(=O)c3Cl)CC2)cc1,/,-12%,22%[46 µM],?,8%,i,16%,2%
O=C(Nc1c(C(=O)Nc2ccc3c(c2)OCCO3)cnn1-c1ccccc1Cl)c1ccco1,-8%,3%,-19%,?,?,-8%,22%,-8%
COc1cccc(C(=O)Nc2nnc(C(C)C)s2)c1,2.5µM*,0%,-10%,?,1%,-4%,8%,0%
Cc1cccc(-n2cnc(C(=O)NNC(=S)Nc3ccc(Cl)cc3)c2)n1,-45%[inhibitor],-3%,/,?,?,-1%,-4%,-2%
COc1ccc(C(CC(=O)O)NC(=O)c2ccco2)cc1OC (configuration not stated),13%,3%,1%,9%,-3%,-5%,2%,-7%
CSc1ccc(OC2CCN(Cc3ccccc3)CC2)cc1,-13%,-6%,-10%,-6%,-27%,-4%,10%,-7%
O=C(COc1ccccc1)Nc1ncc2c(n1)CCCC2=O,?,-4%,10%,9%,1%,i,16%,1%
COc1ccc(Nc2nc3c(C)cccc3cc2C#N)c(OC)c1,20%,4%,-10%,-3%,3%,2%,3%,0%
O=C1CCCC(=O)C1CS(=O)(=O)c1ccccc1,18%,-1%,/,13µM*,-15%,i,-22%,0%
COc1cc(C(=O)c2ccccc2Cl)c([N+](=O)[O-])cc1OC,5%,-10%,?,-2%,4%,3%,14%,0%

# Another view of some results above:
# Each structure is followed by: SMN2 splice enh	TRb-SRC2 inh	Lamin A splicing	ALDH1A1 inh	KDM4E inh	RECQ1 helicase	RGS12 GoLoco inh	TexasRed fluor
> Brc1ccccc1C1CC(c2ccccc2)=Nc2ccccc2N1 (configuration not stated)
→ 2%	-2%	-19%	-5%	?	-22%	23%	3%
> O=S(=O)(Nc1ccc(S(=O)(=O)Nc2nccs2)cc1)c1ccc2c(c1)OCCO2
→ ?	-8%	?	13µM*	-7%	i	14%	-1%

# Assay outcomes from PubChem.
